Screening results deposited in PubChem BioAssay by several laboratories.
NRP1-CendR mod – modulators of CendR peptide binding to human neuropilin-1 | O14786 | FAM-RPARPAR peptide binding to NRP-1, fluorescence polarization | inhibition, % at 25 µM | hit rate 0.85% among 360,000;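 active = inhibition or corrected inhibition above about 18%, plus a signal ratio from 0.5 to 1.5, limit read from the data, passing the limit was not always enough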; note: strong numbers were not always called active
Target sequence (O14786 whole entry, looked up): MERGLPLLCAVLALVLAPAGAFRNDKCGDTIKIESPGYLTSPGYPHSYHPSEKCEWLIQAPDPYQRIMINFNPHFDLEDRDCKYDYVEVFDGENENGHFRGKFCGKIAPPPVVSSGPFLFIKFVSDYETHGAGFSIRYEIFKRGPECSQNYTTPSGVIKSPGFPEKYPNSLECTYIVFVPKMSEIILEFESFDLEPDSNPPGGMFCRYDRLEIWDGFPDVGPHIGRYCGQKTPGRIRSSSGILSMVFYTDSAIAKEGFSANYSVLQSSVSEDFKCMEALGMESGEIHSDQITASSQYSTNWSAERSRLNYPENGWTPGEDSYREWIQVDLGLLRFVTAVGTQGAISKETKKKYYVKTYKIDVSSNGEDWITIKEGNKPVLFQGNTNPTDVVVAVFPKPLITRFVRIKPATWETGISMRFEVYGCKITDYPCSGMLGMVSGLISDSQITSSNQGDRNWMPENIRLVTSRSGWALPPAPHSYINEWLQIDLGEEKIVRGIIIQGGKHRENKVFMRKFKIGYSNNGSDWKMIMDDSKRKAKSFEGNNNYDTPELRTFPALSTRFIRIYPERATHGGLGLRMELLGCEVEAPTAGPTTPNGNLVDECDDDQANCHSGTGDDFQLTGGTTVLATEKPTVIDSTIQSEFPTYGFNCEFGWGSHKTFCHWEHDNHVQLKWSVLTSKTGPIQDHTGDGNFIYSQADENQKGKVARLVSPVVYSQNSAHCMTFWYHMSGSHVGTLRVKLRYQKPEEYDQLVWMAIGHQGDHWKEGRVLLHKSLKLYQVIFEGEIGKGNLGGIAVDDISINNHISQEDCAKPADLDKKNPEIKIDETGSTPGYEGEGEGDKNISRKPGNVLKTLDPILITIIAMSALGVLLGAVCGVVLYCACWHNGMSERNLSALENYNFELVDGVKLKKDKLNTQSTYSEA
MT1-MMP act inh – blocks activation of human MT1-MMP | P50281 | HT1080 RFP-PRO-GFP cells, GFP/RFP ratio fluorescence, overnight; percent of plate control window, DMSO zero | GFP/RFP ratio change, % at 20 µM | hit rate 0.061% among 360,000 | AID 651647;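 active = GFP/RFP ratio change of at least 30% with cell ATP level not reduced by more than half and red fluorescence within 50% of control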; note: strong numbers were not always called active
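Assay system: HT1080 cells carrying an RFP-PRO-GFP reporter | Dosing: Single dose of 20 µM compound, 1% DMSO final | Incubation: Cells overnight before dosing, compound overnight, 37 °C, 5% CO2 | Evaluation: GFP/RFP fluorescence ratio | Control set: DMSO and RFP-L50D-GFP cell wells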
MsrA inh – inhibitors of bovine MsrA | purified bovine MsrA, absorbance read-out | inhibition, % at 15.5 µM | hit rate 0.75% among 360,000 | AID 651718; in the data active = inhibition above about 4.5%;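 note: 0% = vehicle wells with enzyme and 100% = reference inhibitor wells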
MLLE-PAM2 inh – blocks PAM2 peptide binding to the PABP1 MLLE domain. P11940. GST-MLLE / FITC-PAM2 fluorescence polarization. inhibition, % at 20 µM. hit rate 0.36% among 360,000; in the data active = inhibition above about 35%, passing the limit was not always enough;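 note: plate controls were DMSO wells with GST-MLLE for no effect and wells lacking GST-MLLE protein for full effect; some results filed as inactive read as strong as hits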
E coli Lon inh – E. coli protease La inhibition; purified E. coli Lon protease, fluorescence polarization; inhibition, % at 7.94 µM; hit rate 0.42% among 360,000; AID 602123; in the data active = inhibition above about 13%, passing the limit was not always enough;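 note: 0% = enzyme with probe and DMSO and 100% = no enzyme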
MsrA act – activates bovine MsrA enzyme; purified bovine MsrA, absorbance read-out; hit rate 0.3% among 360,000; activation, % at 10.6 µM; in the data active = activation above about 7.5%;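 note: 0% = vehicle and 100% = reference activator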
Tb MetRS inh – blocks T. brucei methionyl-tRNA synthetase activity. inhibition, % at 11.9 µM. purified T. brucei MetRS, ATP depletion, Kinase-Glo luminescence. hit rate 0.4% among 360,000. AID 624268;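 active = inhibition above a per-plate cutoff of the control wells' mean inhibition plus 3 SD, cut at about 5.5% in these data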;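 note: 0% = DMSO wells median and 100% = median of wells with control inhibitor compound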
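Material: parasite MetRS enzyme / Replication: singlicate, one well per compound / Signal: luminescence of leftover ATP / Schedule: 2 h aminoacylation at 25 °C after 15 min preincubation / Medium: HEPES-MgCl2-KCl buffer plus DTT, spermine, BSA, pyrophosphatase / Doses: 11.9 µM single point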
FAS-TE inh – inhibitors of human fatty acid synthase thioesterase domain; P49327; recombinant FAS-TE, OMFH fluorogenic substrate, fluorescence endpoint; inhibition, % at 15 µM; hit rate 0.67% among 360,000;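 active = compounds whose normalised, plate-corrected inhibition of enzyme fluorescence in the single-dose primary screen is 50% or more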;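 note: 0% = DMSO with enzyme and 100% = substrate without enzyme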
SKN-1 inh – blocks SKN-1 activity in C. elegans. C. elegans VP596 Pgst-4::GFP/RFP ratio, acrylamide-induced, 24 h. inhibition, % at 21.8 µM. hit rate 0.49% among 360,000. AID 624304;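 active = interference check ratio from 0.5 to 1.5 plus GFP to RFP signal ratio inhibition reaching or exceeding a fixed threshold, cut at about 30% in these data, passing the limit was not always enough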; note: some compounds called inactive have numbers as strong as hits
Active calls of the source: *.

SMILES	NRP1-CendR mod	MT1-MMP act inh	MsrA inh	MLLE-PAM2 inh	E coli Lon inh	MsrA act	Tb MetRS inh	FAS-TE inh	SKN-1 inh
CCN(CC)CC(C)(C)NS(=O)(=O)c1ccc(Cl)cc1	6.2	1.3	-0.5	-15.4	4.2	-6.4	-1.9	-4.9	5.3
CS(=O)(=O)N1CCN(c2ccccc2NC(=O)CSc2ccc(Cl)cc2)CC1	2.5	-5.0	0.4	4.5	-3.8	-1.6	-0.4	23.0	-4.3
CN1CCN(C2Cc3ccccc3Sc3ccc(Cl)cc32)CC1 (stereo not drawn)	-5.2	-10.4	-1.4	0.1	-6.9	-2.5	-0.7	17.2	1.8
CC1CCCN(C(=O)CN2C(=O)NC3(CCCCC3C)C2=O)C1 (stereo not drawn)	-4.1	3.6	-1.5	-17.5	-7.6	-0.1	-0.4	-3.7	12.6
CN(Cc1nc(-c2cccs2)no1)CC(O)c1ccccc1 (stereo not drawn)	6.5	0.6	-1.1	-7.5	0.7	-9.4	-1.7	-4.8	-3.4
O=C(CCCc1ccncc1)c1ccccc1	-5.2	0.6	-0.5	-9.1	-16.3	-1.1	-0.4	-2.9	-8.2
COc1ccc2c(C)cc(SCC(=O)NCCN3C(=O)CSC3=O)nc2c1	5.8	-1.4	0.3	-10.1	-9.9	-1.8	0.7	-6.0	22.8
CCCNC(=O)C(Cc1ccccc1)NS(=O)(=O)c1ccc2c(c1)c(=O)n(C)c(=O)n2C (stereo not drawn)	6.6	0.6	-0.3	2.7	-7.5	-3.0	-0.1	-10.4	9.3
CC(CCc1ccco1)NC(=O)CCc1nnc2ccc(NCc3ccccc3Cl)nn12 (stereo not drawn)	-24.0	-0.3	1.0	-13.0	1.4	-2.0	1.4	5.6	11.3
Cc1cc(Cl)cc(C)c1OCCCCCn1ccnc1	8.5	1.3	0.6	-3.5	3.0	-1.5	7.8*	-11.9	4.3
CCOc1ccc(NC(=O)COC(=O)CCN2C(=O)C3CC=CCC3C2=O)cc1OCC (stereo not drawn)	13.7	-1.8	-0.4	-16.0	4.3	-0.6	-0.2	-7.1	1.9
COC(=O)c1ccccc1NC(=O)/C=C/C(=O)O	-1.3	0.3	1.8	9.6	6.4	-3.4	0.7	-7.6	-6.1
COc1ccc(C)cc1N(CC(=O)Nc1cccnc1)S(=O)(=O)c1ccccc1	8.7	1.5	0.3	4.5	-3.1	-3.2	0.1	0.0	-0.8
CC(=O)c1ccc(-c2ccc(C(=O)N3CCC(C(N)=O)CC3)o2)cc1	-9.1	-5.1	7.6*	13.1	-11.0	-3.5	-0.1	-4.1	0.4
CCn1cc(Cl)c(C(=O)Nc2ccc(OC)c(OC)c2)n1	2.5	3.6	0.2	-0.6	-8.3	-3.2	-0.5	-9.8	-1.7
COc1cccc(OC)c1C(=O)Nc1ccc2c3c(cccc13)CC2	12.6	1.0	1.4	13.1	2.2	0.3	0.0	-8.2	24.8
CCOc1ccc(-c2nc(C#N)c(N3CCN(CC)CC3)o2)cc1	-8.8	0.1	1.6	-15.0	-5.1	-0.7	0.5	21.0	-11.8
CC(C)(C)OC(=O)N(Cc1ccccc1)Cc1ccccc1OCc1cccc(NC(=O)c2ccccc2)c1	3.0	-14.7	-0.1	-4.2	0.0	0.1	-0.2	17.5	1.9
COC(=O)c1ccccc1OCC(=O)NC1CCCCC1	-0.1	-8.9	0.2	2.5	-6.8	-1.6	0.0	-5.8	10.4
CC(=O)OC1CC(C)(C)N(OC(=O)CCCN2C(=O)c3ccccc3C2=O)C(C)(C)C1	-2.6	7.7	0.8	-0.9	-5.8	-3.9	0.0	-3.0	17.0
O=C(CN1C(=O)/C(=C/c2cccc(Br)c2)SC1=S)Nc1cccnc1	-12.2	3.3	-0.7	15.0	-3.7	-4.5	-0.2	28.6	4.7
CCCCSC(=S)N(C)C1CCS(=O)(=O)C1 (stereo not drawn)	1.0	2.4	0.2	0.6	-7.4	-1.3	0.2	-4.3	14.8
Cc1ccc(C)c(NC(=S)N(C)CCc2ccccn2)c1	-5.0	1.9	-0.8	-35.6	3.1	-1.4	0.3	-10.7	4.1
Cc1nc(NC(=O)CSc2nnc(N)s2)c(Cl)cc1Cl	-24.9	2.6	0.8	-5.0	-2.2	-1.8	-0.7	-4.0	1.3
CCCCNC(=S)N/N=C/c1sccc1C	-5.6	1.4	2.7	18.7	5.0	-1.9	0.1	1.4	-8.2
CC(C)(C)NC(=O)CN(Cc1ccco1)C(=O)CCC(=O)Nc1nccs1	3.9	-0.4	0.3	-2.0	10.2	-8.2	-0.9	-2.2	1.9
Cc1ccc(NC(=O)C2CC(=O)Nc3nc4ccccc4n32)c(C)c1 (stereo not drawn)	4.7	0.1	-1.7	-2.7	4.0	-1.9	0.6	-7.2	2.6
COc1ccc(-n2c(SCC(N)=O)nc3sc4c(c3c2=O)CCN(C)C4)cc1	-26.5	-4.7	6.1*	-3.3	-4.4	-2.7	0.2	-13.1	-10.3
CC(C)(C)CC(=O)Nc1ccc(-c2cn3cccnc3n2)cc1	6.0	4.4	3.1	6.1	11.4	-2.9	-0.1	-2.7	31.4
COc1cc2ccccc2cc1C(=O)N1CCN(c2ccccc2O)CC1	8.7	-7.5	0.1	1.4	-10.7	-1.1	0.1	1.5	-7.7
O=C(CC1C(=O)NCCN1CC1CCCCC1)NCc1cccc(F)c1F (stereo not drawn)	0.3	3.4	0.8	2.7	-1.9	-1.9	-0.7	3.6	20.7
O=S(=O)(Nc1ccc(N2CCOCC2)cc1)c1ccc(F)cc1F	-9.1	1.2	1.3	-6.8	0.4	-1.1	-0.7	-7.0	13.4
O=C(O)C1CSC(c2ccccc2)N1C(=O)c1ccco1 (stereo not drawn)	-2.4	0.4	-1.3	13.7	-9.5	-10.8	-1.3	-10.3	-12.1
O=C(Nc1nnc(-c2ccc3c(c2)CCCC3)o1)c1ccccc1	9.5	1.9	-0.4	-13.6	4.6	-4.8	-0.2	1.8	1.4
O=C(/C=C/c1ccccc1)NCC1(c2ccccc2)CCOCC1	-7.9	4.2	-1.9	13.4	4.7	-2.1	-0.1	2.0	8.3
COCCNS(=O)(=O)c1cc(OC)ccc1OC	3.4	2.7	-1.0	-2.4	9.1	-3.7	-0.1	-0.7	3.1
COc1ccc(-c2nn(-c3ccccc3)cc2/C=N/NC(N)=S)cc1OC	0.6	4.4	1.6	-27.7	-7.8	-2.0	0.8	11.2	-9.4
CCN1CCN(Cc2nnc(-c3ccccc3)o2)CC1	5.7	2.7	1.0	5.1	-15.6	-2.2	-1.2	-6.1	6.1
O=C(N/N=C/c1ccc(F)cc1)c1ccc(-n2cnnn2)cc1	1.7	5.0	2.4	-9.8	-9.8	-1.7	-0.1	3.0	11.7
COc1ccc(Cc2noc(CN3CCCN(C4Cc5ccccc5C4)CC3)n2)cc1OC	7.2	-2.6	-0.7	10.4	-4.5	0.2	0.9	-9.0	-7.0
Cc1ccc(S(=O)(=O)c2nc(S(C)(=O)=O)sc2N2CCC(O)CC2)cc1	-0.9	-1.9	0.4	-1.9	-17.3	-5.1	-0.6	-5.2	15.8
CC(C)C1Oc2ccccc2C(=O)N(CC(=O)c2ccc3c(c2)OCCO3)C1=O (stereo not drawn)	1.4	-0.5	0.1	8.6	5.1	-3.5	0.7	35.5	18.6
N#Cc1nc(-c2ccco2)oc1N1CCc2ccccc2C1	-14.4	-3.1	1.1	-24.2	-5.4	-11.3	-1.2	12.1	34.8
C=CCn1c(COc2cccc(C)c2)nnc1SCn1nnc2ccccc2c1=O	0.8	0.3	0.0	-89.3	13.4	-1.3	0.1	-2.0	5.6
C[N+](C)(CC#N)C/C=C\c1ccccc1	2.7	-0.4	0.8	-18.3	1.8	-3.0	-0.2	-6.8	6.2
Cc1cc(NC(=O)CCCSc2nc(-c3ccco3)cc(C(F)(F)F)n2)n(-c2ccccc2)n1	11.0	-1.6	1.5	-6.9	-3.0	2.5	-0.9	18.9	6.7
Cc1nc(SCc2ccccc2)c([N+](=O)[O-])[nH]1	7.9	-0.2	0.5	-3.8	-7.6	-4.0	0.3	-5.1	11.6
O=C(CCn1c(=O)oc2ccccc21)N1CCCCCC1	2.2	-18.7	1.4	1.2	-14.7	-0.9	-0.5	-6.8	-5.8

Five entries already listed, sorted by molecular weight, rising.
SMILES	NRP1-CendR mod	MT1-MMP act inh	MsrA inh	MLLE-PAM2 inh	E coli Lon inh	MsrA act	Tb MetRS inh	FAS-TE inh	SKN-1 inh
N#Cc1nc(-c2ccco2)oc1N1CCc2ccccc2C1	-14.4	-3.1	1.1	-24.2	-5.4	-11.3	-1.2	12.1	34.8
O=S(=O)(Nc1ccc(N2CCOCC2)cc1)c1ccc(F)cc1F	-9.1	1.2	1.3	-6.8	0.4	-1.1	-0.7	-7.0	13.4
CC(=O)OC1CC(C)(C)N(OC(=O)CCCN2C(=O)c3ccccc3C2=O)C(C)(C)C1	-2.6	7.7	0.8	-0.9	-5.8	-3.9	0.0	-3.0	17.0
COc1ccc(Cc2noc(CN3CCCN(C4Cc5ccccc5C4)CC3)n2)cc1OC	7.2	-2.6	-0.7	10.4	-4.5	0.2	0.9	-9.0	-7.0
CC(CCc1ccco1)NC(=O)CCc1nnc2ccc(NCc3ccccc3Cl)nn12 (stereo not drawn)	-24.0	-0.3	1.0	-13.0	1.4	-2.0	1.4	5.6	11.3

Continuation:
SMILES	NRP1-CendR mod	MT1-MMP act inh	MsrA inh	MLLE-PAM2 inh	E coli Lon inh	MsrA act	Tb MetRS inh	FAS-TE inh	SKN-1 inh
Cc1cc(=O)oc2cc(OC(C)C(=O)O)c(Cl)cc12 (stereo not drawn)	-8.7	14.8	0.1	2.1	-2.3	-4.0	-0.7	-4.2	4.9
CC(C)c1ccc(C(=O)NCCCNC(=O)c2cnccn2)cc1	10.5	5.1	-1.5	-13.3	7.3	-13.9	-0.8	-4.3	-10.6
CCOC(=O)c1c(NC(=O)COC(=O)Cc2n[nH]c(=O)c3ccccc23)sc(C(=O)NC)c1C	2.2	0.4	-1.1	3.0	-10.8	-4.3	-0.2	-4.9	3.9
CCN(CCn1cccn1)C(=O)CC1C(=O)NCCN1CCc1ccccc1 (stereo not drawn)	11.1	-3.7	-1.1	17.6	2.7	-2.9	-0.5	-5.6	2.2
CCN(CC)C(=O)/C(=C/c1cn(S(=O)(=O)N(C)C)c2ccccc12)NC(=O)c1ccc(OC)cc1	-9.1	1.8	0.8	5.3	-3.0	-0.5	-0.6	18.2	-2.6
COc1ccc(NC(=O)Cn2nnc(-c3ccccc3N)n2)cc1OC	-6.3	-2.9	1.0	-1.6	-2.2	-8.4	-0.6	-6.1	-3.9
CC(C)C(=O)Nc1cccc(NC(=S)NC(=O)c2cccs2)c1	8.9	0.2	0.8	34.4	-2.1	-1.5	-0.4	-0.7	16.5
CC1Cc2cc(/C(O)=C3/C(=O)C(=O)N(CCCN4CCOCC4)C3c3ccc(C(C)C)cc3)ccc2O1 (stereo not drawn)	0.0	1.9	1.0	5.2	-0.8	0.4	-0.2	5.3	-12.2
Cc1c(NC(=O)CSC2=C(C#N)C(c3ccccc3F)CC(=O)N2)c(=O)n(-c2ccccc2)n1C (stereo not drawn)	-3.1	-8.5	2.5	-1.4	-4.4	-3.4	-0.7	-3.0	-0.6
CCN(CC)S(=O)(=O)c1cc(C(=O)O)ccc1Cl	6.0	5.1	-1.4	-5.9	-0.8	-4.1	-0.1	-11.2	6.0
